Screening results as filed in PubChem BioAssay.
FAS-TE inh – blocks the thioesterase domain of human fatty acid synthase | P49327 | hit rate 0.67% among 360,000 | inhibition, % at 15 µM | recombinant FAS-TE, OMFH fluorogenic substrate, fluorescence endpoint;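 active = compounds whose normalised, plate-corrected inhibition of enzyme fluorescence in the single-dose primary screen is 50% or more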;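 also: 0% = DMSO with enzyme and 100% = substrate without enzyme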
Rin1-Abl PPI inh – blocks binding of human Rin1 to Abl; P00519+Q13671; TR-FRET Rin1/Abl binding, biochemical; inhibition, % at 7.35 µM; hit rate 0.4% among 360,000; AID 588664; in the data active = inhibition above about 5%, passing the limit was not always enough
MsrA inhibitor – bovine MsrA inhibition; purified bovine MsrA, absorbance read-out; inhibition, % at 15.5 µM; hit rate 0.75% among 360,000; AID 651718; in the data active = inhibition above about 4.5%;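 also: 0% = vehicle wells with enzyme and 100% = reference inhibitor wells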
SKN-1 inh – C. elegans SKN-1 inhibition; inhibition, % at 21.8 µM; AID 624304; hit rate 0.49% among 360,000; C. elegans VP596 Pgst-4::GFP/RFP ratio, acrylamide-induced, 24 h;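 active = interference check ratio from 0.5 to 1.5 plus GFP to RFP signal ratio inhibition reaching or exceeding a fixed threshold, cut at about 30% in these data, passing the limit was not always enough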; also: some compounds called inactive have numbers as strong as hits
MT1-MMP act inh – blocks activation of human MT1-MMP; P50281; HT1080 RFP-PRO-GFP cells, GFP/RFP ratio fluorescence, overnight; percent of plate control window, DMSO zero; GFP/RFP ratio change, % at 20 µM; hit rate 0.061% among 360,000;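 active = GFP/RFP ratio change of at least 30% with cell ATP level not reduced by more than half and red fluorescence within 50% of control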; also: strong numbers were not always called active
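Material – HT1080 RFP-PRO-GFP cells · Control set – DMSO wells and RFP-L50D-GFP cells · Incubation – overnight cell settling, then overnight compound exposure, 37 °C, 5% CO2 · Compound dosing – single-point 20 µM compound, 1% DMSO · Read-out – GFP/RFP fluorescence ratio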
MsrA act – activators of bovine methionine sulfoxide reductase A; purified bovine MsrA, absorbance read-out; activation, % at 10.6 µM; hit rate 0.3% among 360,000; in the data active = activation above about 7.5%;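 also: 0% = vehicle and 100% = reference activator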
eLon inh – E. coli protease La inhibition; P0A9M0; AID 602123; purified E. coli Lon protease, fluorescence polarization; hit rate 0.42% among 360,000; inhibition, % at 7.94 µM; in the data active = inhibition above about 13%, passing the limit was not always enough;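 also: 0% = enzyme with probe and DMSO and 100% = no enzyme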
NRP1-CendR mod – NRP-1/CendR interaction modulation | FAM-RPARPAR peptide binding to NRP-1, fluorescence polarization | hit rate 0.85% among 360,000 | inhibition, % at 25 µM | O14786;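 active = inhibition or corrected inhibition above about 18%, plus a signal ratio from 0.5 to 1.5, limit read from the data, passing the limit was not always enough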; also: strong numbers were not always called active
Neddylation inh – cullin neddylation inhibition | P61081+Q13564 | TR-FRET cullin neddylation, biochemical | calls only at 25 µM | hit rate 0.58% among 360,000 | AID 651699; in the data active = inhibition above about 36%
An asterisk follows results filed as active; i = inactive; · = not tested or not shown; & = joins results of further samples.

SMILES	FAS-TE inh	Rin1-Abl PPI inh	MsrA inhibitor	SKN-1 inh	MT1-MMP act inh	MsrA act	eLon inh	NRP1-CendR mod	Neddylation inh
Nc1nnc2cc(Br)ccc2n1	-11	-8	-0.4	11	-6	-4	66*	10	i
COc1ccccc1CNC(=O)[C@H](C)NC(=O)C1CCN(C(=O)[C@@H](N)CC(C)C)CC1	-3	-3	-0.3	16	-5	0	-12	0	i
COCCCNC(=O)Cn1c(=O)oc2cc(S(=O)(=O)N3CC(C)CC(C)C3)ccc21 (centres undefined)	0	-4	-0.8	-13	-2	0	-6	-4	i
C/C(N)=C(/C#N)C(=O)COC(=O)c1ccccc1C(=O)c1ccc(C)cc1	4	-4	0.9	5	3	8.6*	-1	-2	i
CCN(C(=O)Nc1cccc(Cl)c1)c1ccccc1	1	1	0.2	-4	-1	-2	-8	-9	i
CC(C)N1CCC1(C)C(=O)Nc1cccc2ccccc12 (centres undefined)	-2	3	1.8	10	0	-1	-2	15	i
O=C(O)C1=CC[C@@H](c2ccc(Cl)cc2)N(S(=O)(=O)c2ccc(Cl)cc2)C1	-5	3	-0.1	5	-1	-1	-3	-9	i
Cc1cc(C(=O)N/N=C/c2ccc(N3CCOCC3)cc2)c(C)o1	-5	0	5.0*	-6	1	-7	-8	-19	·
C=CCSc1nc2[nH]ncc2c(=O)[nH]1	-7	2	-0.1	-3	-4	-4	-9	4	i
O=C(OCC#CCSc1nnc(-c2ccc([N+](=O)[O-])cc2)o1)c1cccs1	32	2	-0.2	-14	1	-2	-1	9	i
O=C(NCCN1CCOCC1)C1CCN(Cc2ccccc2O)CC1	-8	0	0.7	-8	-1	-2	-10	12	i
O=C(CCSc1ccccc1)NCCSCc1ccccc1	6	0	0.1	1	6	-3	-12	2	i
O=C(c1ccc(N2C(=O)C3CC=C(Cl)CC3C2=O)cc1)N1CCOCC1 (centres undefined)	-3	-1	1.4	10	2	-6	-2	1	i
COc1cc(NC(=O)COc2ccccc2Cl)ccc1NC(=O)c1cccs1	7	4	0.8	-1	·	-10	15	-12	·
Cc1ccc(CSc2nnc(-c3ccncc3)n2C)cc1	-8	-2	0.7	-21	1	-11	1	-1	i
CSc1nc(N2CCOCC2)c2c(c1C#N)CCCCC2	32	-2	5.5*	16	-3	-2	11	-16	i
CN(CC(=O)N1CCc2ccccc2C1)S(=O)(=O)c1ccc2c(c1)c(=O)n(C)c(=O)n2C	1	5	-0.3	-21	1	-4	-1	-10	i
CCCCn1c(N)c(N(CCC(C)C)C(=O)c2ccc3c(c2)OCO3)c(=O)[nH]c1=O	-6	-3	0.3	-7	3	-13	-4	13	i
COCCn1nnnc1C(c1ccccc1OC)N1CCc2ccccc2C1 (centres undefined)	-1	0	0.4	6	0	-3	2	-1	i
Oc1ccccc1CNc1ccc2c(c1)OCCO2	-4	-2	-0.6	-2	2	-1	-4	2	i
COC(=O)[C@H]1C[C@@H]1[C@H](NC(=O)c1cccnc1)c1ccccc1	-12	1	0.2	2	-1	-2	5	8	i
CCN(CC)CCCN1C(=O)CSC1c1ccc2c(c1)OCO2 (centres undefined)	-5	1	1.0	-5	0	-4	2	-8	i
CC(=O)c1c(C(C)=O)c(C)n(Cc2ccccc2)c1C	-2	4	0.2	7	1	-3	-2	14	i
Cn1c(=O)c2c(nc(OCc3ccccc3)n2C)n(C)c1=O	-4	1	0.0	-10	1	-1	-10	-13	i
CCSc1nc(=S)n(Cc2ccccc2)c(C)c1C(C)=O	9	4	0.9	-1	35*	-13	-2	-6	i
O=C(CCS(=O)(=O)c1ccc(Cl)cc1)N1CCN(c2ccccc2F)CC1	-1	-1	1.0	11	1	-4	-6	-6	i
COC(=O)[C@]12CCCCC=C1N(CCc1ccc(OC)c(OC)c1)C(=O)[C@H](CC(=O)NCC1CCCCC1)C2	·	·	0.2	-8	-5	·	·	5	i
COc1ccc(-c2[nH]ncc2C2N=C(N)Nc3nc4ccccc4n32)cc1 (centres undefined)	-2	0	0.5	-2	2	-4	1	-5	i
CCOc1ccc(NC(=O)CN2CCN(CC(=O)Nc3cc(OC)cc(OC)c3)CC2)cc1	1	0	0.7	11	-1	-3	6	0	i
CCCN1CCN(CCCNC(=O)Cn2ncc3c4ccccc4n(C)c3c2=O)CC1	-7	-4	0.2	1	2	-3	7	-3	i
Cc1ccc2c(c1)c1c(n2C)-c2[nH]ncc2CC1	-3	2	-0.1	18	-1	4	-7	8	i
COCCn1c(C)cc(C(=O)COc2cccnc2[N+](=O)[O-])c1C	-7	-1	0.7	11	-5	-5	2	1	i
NC(N)=NCCC[C@H](NC(=O)OCc1ccccc1)C(=O)O	-11	2	-0.3	12	0	0	1	27*	i
Cc1ccc(C)c2[nH]c(=O)c(CN(CC3CCCO3)S(=O)(=O)c3ccc4c(c3)OCCO4)cc12 (centres undefined)	2	3	-0.7	9	4	-1	1	-16	i
CCCc1cc(=O)[nH]c(SCC(=O)c2cc(C)n(CC3CCCO3)c2C)n1 (centres undefined)	-2	5	0.1	1	3	-5	-4	-12	i
CCOC(=O)c1cc(-c2ccccc2)nn1CC1CC(c2ccc(OC)cc2)=NO1 (centres undefined)	24	0	0.9	-18	6	-3	0	-4	i

An excerpt of these results, with two lines to a compound.
Every second line gives: FAS-TE inh | Rin1-Abl PPI inh | MsrA inhibitor | SKN-1 inh | MT1-MMP act inh | MsrA act | eLon inh | NRP1-CendR mod | Neddylation inh
- Cc1ccc2c(c1)c1c(n2C)-c2[nH]ncc2CC1
→ -3 | 2 | -0.1 | 18 | -1 | 4 | -7 | 8 | i
- COC(=O)[C@]12CCCCC=C1N(CCc1ccc(OC)c(OC)c1)C(=O)[C@H](CC(=O)NCC1CCCCC1)C2
→ · | · | 0.2 | -8 | -5 | · | · | 5 | i

New compounds follow.
SMILES	FAS-TE inh	Rin1-Abl PPI inh	MsrA inhibitor	SKN-1 inh	MT1-MMP act inh	MsrA act	eLon inh	NRP1-CendR mod	Neddylation inh
O=C(CN1CCCCCC1)NCC1CCCO1 (centres undefined)	-5	-1	-1.4	10	1	-4	-8	0	i
Cc1cc(F)ccc1S(=O)(=O)N1CCC2(CC1)OCCN2S(=O)(=O)c1cccs1	26	1	0.2	15	-2	-2	-5	-8	i
CC1CCC(C(=O)NNC(=O)c2cc(-c3ccco3)[nH]n2)CC1 (centres undefined)	-3	-3	1.0	-9	0	-4	-12	-16	i
Cc1ccc(-c2nn3c(C)nnc3s2)cc1NC(=O)c1ccc(-c2ccc(Cl)cc2Cl)o1	17	-5	-0.8	24	-4	-8	-15	16	·
O=C(NC12CC3CC(CC(C3)C1)C2)c1cncc(Br)c1	-1	3	1.1	8	-8	-3	5	8	i
O=C(Cn1c(=O)oc2cc(S(=O)(=O)N3CCCC3)ccc21)NCc1ccc(F)cc1	-6	0	0.4	-5	1	-2	-5	4	i
CC(C(=O)NC1C=CS(=O)(=O)C1)N1C(=O)/C(=C\c2ccccc2)SC1=S (centres undefined)	0	0	1.1	1	-2	-4	9	1	i
O=C(NCc1ccccc1)C(C1CC1)n1c(CSCCOc2ccccc2)nc2ccccc21 (centres undefined)	·	·	0.1	-4	-1	·	·	9	i
COc1cccc(NC(=O)COC(=O)c2ccc3ccccc3n2)c1	-10	4	1.2	8	0	-11	-40	-28	i
O=C(CCNC(=O)c1ccccc1Cl)NCc1ccco1	-5	-4	-0.9	3	1	-3	10	3	i
CCOC(=O)[C@@H]1[C@H]2COc3cc(OC)ccc3[C@H]2N2C(=O)N(c3ccc(C)cc3)C(=O)[C@]12C	13	4	1.7	6	8	-2	-3	6	i
CCOC(=O)c1oc2ccc(Br)cc2c1NC(=O)CN1CCN(C)CC1	-10	0	-0.9	22	-4	-1	0	-8	i
Clc1ccc(-c2ccccc2)nn1	-8	-1	-0.6	-13	0	-4	-10	3	i
CCOC(=O)CCSc1cc(C)c2ccccc2n1	10	-15	-0.1	11	-1	-1	1	2	i
C#CCOc1ccc(C2C3=C(CCCC3=O)N(CC(=O)O)C3=C2C(=O)CCC3)cc1Br	0	0	1.2	-6	-1	-1	3	4	·
CCOc1ccccc1N1CCN(Cc2c(C)n(C)n(-c3ccccc3)c2=O)CC1	-6	1	·	-18	0	-1	-6	9	i
COCCCn1c(SCC(=O)Nc2oc(C)c3c(C)n[nH]c(=O)c23)nc2ccccc2c1=O	-4	-3	0.8	17	3	-4	1	-10	i
COc1ccc(-c2n[nH]c3c2CN(C(=O)c2ccc(OC)c(OC)c2)CC3)cc1	-4	8	-0.4	-4	-3	-4	4	10	i
CC(=O)c1ccc(N2CCN(S(=O)(=O)c3ccccc3)CC2)c(F)c1	8	-1	-0.5	3	0	-3	-3	4	i
Cc1ccc([C@@H]2CC(=O)[C@@H]3CN(S(=O)(=O)c4ccc(C)cc4)[C@H](c4cccc5ccccc45)C[C@@H]3N2S(=O)(=O)c2ccc(Cl)cc2)cc1	12	-1	0.5	-11	0	-5	-8	-1	i
O=C(Nc1cccs1)Nc1c(F)c(F)c(F)c(F)c1F	-10	-1	1.2	22	-10	-3	-2	0	i
COc1ccc(S(=O)(=O)NCCc2cn3nc(C)c(C)nc3n2)cc1C	-3	2	2.4	7	1	-1	-6	-4	·
C[C@H](CO)N1C[C@H](C)[C@H](CN(C)S(=O)(=O)c2ccccc2)OCc2ccccc2-c2c(n(C)c3ccccc23)C1=O	-6	1	-1.9	0	-5	5	0	-2	i
CC1(c2cccc(Br)c2)NC(=O)N(CC(=O)Nc2ccc(S(N)(=O)=O)cc2)C1=O (centres undefined)	3	-1	0.9	-7	-4	-3	6	-8	i
CC(C)OC(=O)c1ccc(Cn2nnc3ccccc3c2=O)cc1	20	-2	0.1	24	3	0	6	-3	i
Cc1ccc(C(=O)N/C(=C\c2ccc(-c3cccc([N+](=O)[O-])c3)o2)C(=O)NCCCN2CCOCC2)cc1	27	-8	3.2	3	-2	-6	-12	-3	i
CCCCCCCCCCCCCCCCCCNc1ccn(C2OC(COP(=O)(O)OCC3OC(n4cc(F)c(=O)[nH]c4=O)CC3O)C(O)C2O)c(=O)n1 (centres undefined)	55*	2	-1.2	-2	1	-1	-10	-89	i
CCC(C)(C)NC(=O)c1ccc2c(c1)N(CC(=O)N1CCCC1)C(=O)C(C)(C)O2	-2	4	0.6	12	-3	0	-4	-3	i
Cc1cc(C(=O)COC(=O)c2ccc(NC(=O)CC#N)cc2)c(C)n1C1CC1	1	0	1.4	30	-16	-1	-34	-39	i
CCCCCCSc1cc(-c2nc3ccc(C)cn3c2NCc2ccccc2)ccc1OC	40&32	-2	0.9	13&3	2&1	-1&-3	5&3	-16&-4	·
Cc1ccc[n+](CC(=O)Nc2ccc(N(C)C)cc2)c1	-7	1	-1.0	11	2	-2	-6	19	i
COC(=O)CCC(=O)OC1(C)C(=O)C=C2C=C(C3CC3)N(c3ccccc3)C=C2C1=O (centres undefined)	-2	-2	1.3	16	-3	-4	22	13	i
Cc1cccnc1NC(=O)c1ccc(Cl)c(S(=O)(=O)N2CCCCC2)c1	-6	-2	-1.7	5	1	-2	1	0	i
Cc1ccc(S(=O)(=O)NCc2cccnc2)cc1C	-4	3	-0.7	13	2	0	-3	8	i
CCCCCCCCCCn1ccc(=N)cc1	4	0	0.3	11	-14	-1	4	-2	i
COc1ccc(CC(CC(=O)O)C(=O)Nc2ccc(OC)cc2)cc1 (centres undefined)	-9	-3	1.2	-5	-3	-2	3	16	i
CC1CN(CCC(=O)Nc2ccc3c(c2)OCO3)CC(C)O1 (centres undefined)	-5	-1	1.5	20	-1	-1	6	-18	i
